Screening results (PubChem)
hcGAS lum: Primary biochemical luminescence assay for human cyclic GMP-AMP synthase inhibitors | Q8N884 | recombinant h-cGAS, ATP depletion, Kinase-Glo luminescence | inhibition, % at 12.5 µM | hit rate 0.081% among 290,000 | AID 1259398, 2018;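 further: 0% = vehicle reaction and 100% = reaction without DNA for no activity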
Target sequence (Q8N884 whole entry, looked up): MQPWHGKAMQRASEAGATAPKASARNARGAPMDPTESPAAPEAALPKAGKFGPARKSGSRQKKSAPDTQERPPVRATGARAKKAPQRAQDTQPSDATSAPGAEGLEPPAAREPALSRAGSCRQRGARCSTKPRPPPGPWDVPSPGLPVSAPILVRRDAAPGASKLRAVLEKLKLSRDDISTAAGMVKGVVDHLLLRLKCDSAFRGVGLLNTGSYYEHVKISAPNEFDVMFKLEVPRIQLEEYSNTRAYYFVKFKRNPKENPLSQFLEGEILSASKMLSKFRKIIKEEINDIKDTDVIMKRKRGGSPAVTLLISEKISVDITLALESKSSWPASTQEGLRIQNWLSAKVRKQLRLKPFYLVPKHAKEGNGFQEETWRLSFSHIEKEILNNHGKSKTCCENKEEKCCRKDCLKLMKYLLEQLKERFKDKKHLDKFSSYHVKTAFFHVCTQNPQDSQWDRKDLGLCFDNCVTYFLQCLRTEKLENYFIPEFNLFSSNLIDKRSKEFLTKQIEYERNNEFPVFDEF
mcGAS inh: cyclic GMP-AMP synthase inhibitors, mouse, primary biochemical chemiluminescence; recombinant cGAS, Kinase-Glo ATP depletion luminescence; inhibition, % at 12.5 µM; hit rate 0.15% among 160,000; AID 1259399, 2018;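 further: 0% = negative control wells and 100% = reference inhibitor with no enzyme activity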
NPYLR7 ag: agonists of mosquito NPYLR7 receptor, primary screen, cell-based, Aedes aegypti, calcium fluorescence, mosquito biting behavior. activation, % at 10 µM. hit rate 0.15% among 270,000. Aedes aegypti neuropeptide Y-like receptor 7 (NPYLR7). HEK293T NPYLR7/Galpha15, GCaMP6s calcium fluorescence; in the data active means activation above about 40%;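 further: 0% = vehicle and 100% = reference agonist at the receptor; some compounds past the cut are filed as inactive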
Numbers without * were called inactive; x = not tested or not shown; & = joins results of further samples. Unless noted, no stated cut-off is given here; in the data, active means inhibition above about 40%; inactive means the rest. Rows were taken by chance. Share with any hit: about 0.26%.

SMILES	hcGAS lum	mcGAS inh	NPYLR7 ag
Cn1cnnc1CNC(=O)c1ccccc1Oc1ccc(Cl)cc1Cl	-5	-12	-1
Cc1cccc(C2=N/C(=C/c3coc4ccc(Cl)cc4c3=O)C(=O)O2)c1	2	x	-5
OCCOCc1nc2ccc(NC(=S)NCc3ccccc3)cc2[nH]1	-5	-4	19
COc1cccc(C(=O)Nc2cccc(-c3nc4cc(Cl)ccc4o3)c2)c1	-2	-5	-9
Cc1ocnc1C(=O)NCc1ccc2[nH]c(-c3ccc(F)cc3)c(C)c2c1	-2	x	4
O=C(CCCc1ccccc1)Nc1ccnn1C1CCN(C2CCSC2)CC1 (stereo not given)	-12	-3	-4
COc1ccc(-c2nn(-c3ccccc3C)cc2CN(C)Cc2n[nH]c(=O)[nH]2)cc1F	-12	x	15
Cc1csc2c(N3CCC(n4nccc4NC(=O)C4CC4)CC3)ncnc12	-6	x	18
COCCNC(=O)c1csc(COc2ccc(C)cc2C)n1	-4	-7	9
COc1ccc(C[C@H](NC(=O)C2=C[C@@H](NC(=O)c3cc(OC)ccc3Br)[C@@H](O)[C@H](OC(=O)Nc3ccccc3)C2)C(N)=O)cc1	-3	-8	-4
Cc1cc(C)c(S(=O)(=O)NCc2ccc3c(c2)OCO3)c(C)c1Br	-5	x	-6
O=C(NCCSCc1ccccc1)c1ccc(-c2cc(-c3cccc(C(F)(F)F)c3)n[nH]2)cc1	-8	-9	-3
CC(C)(C)c1ccc(S(=O)(=O)NC(=O)C2(C)CCN2C(=O)CC2CC2)cc1 (stereo not given)	-8	x	-1
CC(C)(C)n1nc2nc(S(C)(=O)=O)nc(-c3ccc(F)cc3F)c2c1N	-1	x	14
CCCOc1cccn2c(N(C)C(=O)CCC3CCCC3)c(C)nc12	4	3	-18
Cc1ccc(-c2nc(CN3CCOC(c4ccccc4)C3)cs2)o1 (stereo not given)	-8	x	7
O=C(CCC1CCN(Cc2cccc3c2OCO3)CC1)NCc1cccc(C(F)(F)F)c1	-5	-9	3
O=C1NC2=C(C(=O)N(CCc3ccccc3)C2)C(c2ccccc2Cl)N1 (stereo not given)	-3	-8	-6
Cc1ccc(S(=O)(=O)C(C#N)=Cc2ccc(Br)cc2)cc1	-8	x	2
CCOc1ccc(Cc2nn[nH]n2)cc1	-2	x	5
O=c1cc(O)c2sc3nc(-c4cccs4)cc(-c4cccs4)c3c2[nH]1	7&6	3&18	-1&12
CCCC(=O)N1CCC1(C)C(=O)Nc1cccc2cnccc12 (stereo not given)	-11	-6	-2
C=CCN1C[C@@H]2C[C@@H](C(=O)OCC)N(C(=O)COc3ccccc3)c3cccc(c32)C1=O	-1	-4	-2
OC(c1ccccc1)c1cn(C2CCN(Cc3nccs3)CC2)nn1 (stereo not given)	-5	-10	-1
O=C(N1CCCC1c1cccs1)C12CC3CC(CC(C3)C1)C2 (stereo not given)	2	-2	x
CC1(C)CC(=O)C2C(=Nc3cc(C(=O)c4ccccc4)ccc3NC2c2ccc(Cl)cc2)C1 (stereo not given)	-5	-3	-8
COc1ccc(CCNC(=O)NCC(c2ccsc2)N(C)C)cc1 (stereo not given)	-9	-7	0
COc1ccccc1C1C(C(=O)OC2CCCC2)=C(C)NC2=C1C(=O)CC(c1ccccc1)C2 (stereo not given)	-3	-6	13
CC(C)(C)OC(=O)NCCCCCC(=O)N1CCC2(CC1)C(=O)NCN2c1ccccc1	-1	-3	5
COCCNC(=O)C1CCCN(C2CCN(C(=O)C3(N)CCC3)CC2)C1 (stereo not given)	-4	x	-3
CCC(O)CN1CCc2nc(Cc3ccccc3F)[nH]c(=O)c2C1 (stereo not given)	-3	-1	-17
CCC(CO)Nc1cncc(-c2cc(C(C)C)ccc2OC)n1 (stereo not given)	-2	-1	-8
CSC1CCCCN(Cc2nnnn2-c2ccc(C(F)(F)F)cc2)C1 (stereo not given)	0	x	-1
COc1cc(/C=C/C(=O)Nc2cnc3ccccc3c2)cc(OC)c1	-8	x	0
COc1ccc2c(c1)CCC1Sc3ccccc3N=C21 (stereo not given)	-9	x	-4
Cc1ccc(S(=O)(=O)NC(C)c2ccccc2Br)cc1 (stereo not given)	-1	x	3
CSc1ncc(Cl)c(C(=O)N2CCN(c3cccc(C)c3C)CC2)n1	-6	-8	-3
O=C(NCc1ccc2c(c1)OCO2)c1ccc(CSc2nc(N3CCCC3)cc(C(F)(F)F)n2)cc1	-1	-4	15
CCN1N=C(C)C(C)n2c1nc1c2c(=O)n(CCC(C)C)c(=O)n1C (stereo not given)	-1	-7	1
CC1CCCN(c2cc(C(=O)NCc3ccccc3F)c3ccccc3n2)C1 (stereo not given)	-6	-4	5
CC1(C(=O)Nc2ccc(Cl)c(Cl)c2)CCN1Cc1ccccc1Cl (stereo not given)	-10	x	7
CC(=O)Oc1ccc(Cn2cc(C(=O)NCc3cccs3)sc2=O)cc1	-7	x	11
Cc1nn(C)cc1NC(=O)CN1CCOC(C(F)(F)F)C1 (stereo not given)	-7	-16	5
CCCNC(=O)Cn1nc2c(c1NC(=O)c1ccc(OC)cc1OC)CSC2	-1	-7	-5
COc1cccc(-n2c(SCC(N)=O)nc3c(c2=O)SCC3)c1	-8	-7	-4
Fc1ccc(-c2nc3c(NCc4ccccc4)nccc3[nH]2)cc1F	-2	-8	-1
COc1cc(OC)c(N2CC(C(=O)OC3CCCCC3)CC2=O)cc1Cl (stereo not given)	-4	x	-1
Cc1cccc(CCN2CCC(C(=O)c3ccc(NS(C)(=O)=O)cc3)CC2)n1	1	x	-2
Cc1c(Cl)cccc1N(CC(=O)NC1CCCCC1)S(C)(=O)=O	-7	x	2
COCCC1(C(=O)NC(C2CC2)C2CC2)CCC1	-6	x	9
COc1cc(-c2cccc(-n3cccn3)c2)ccc1NC(C)=O	-4	x	-2
CCOc1nnc(CN2CCN(C(=O)C(C)(C)c3ccccc3)CC2)s1	5	x	0
Cc1cc(NCCc2ccccc2)n2nc(C)c(-c3ccccc3)c2n1	-4	-5	-1
COc1ccc(CCOC(=O)[C@@H]2CCCN2C(=O)C2CCCCCC2)cc1OC	-3	-3	1
Cc1cc(NCc2cn(C)nc2-c2cccnc2)n(C)n1	-7	x	3
CN(C(=O)C1CCN(Cc2ccccc2)CC1)C(c1ccc(F)cc1)c1ccccn1 (stereo not given)	-4	-1	3
Cc1cc(C(=O)N(CCO)[C@H]2[C@H](O)[C@@H]3O[C@H]2c2ccccc23)c(C)o1	5	3	4
C=CCn1c(SC(C)C(=O)NCc2cccs2)nc2ccsc2c1=O (stereo not given)	3	x	0
O=S(=O)(NCc1ccc(F)cc1)c1ccc(Br)s1	-12	-7	7
CN1CCC(C)(C(=O)NCCCC2CCOC2)CC1 (stereo not given)	-12	-6	x

Further results follow.
SMILES	hcGAS lum	mcGAS inh	NPYLR7 ag
COCCN(C)Cc1cc(C)cc(CN2CCCC(C)C2)c1C (stereo not given)	-11	-4	x
CC(=O)CC1C(C(C(C)=O)=C(C)O)N(C(C)=O)c2ccccc2N1C (stereo not given)	-7	x	7
Fc1ccccc1Cc1nc(CCc2ccccc2)n[nH]1	-2	x	21
COc1cc(OC)c(OC)cc1CNCCSc1nnnn1C	-6	x	2
O=C1c2cccc([N+](=O)[O-])c2C(=O)N1CNc1cccc(Cl)c1Cl	-6	x	8
CC(=O)N(CN1C(=O)c2ccccc2C1=O)c1ccc(OCc2ccccc2)cc1	-4	x	8
O=C(c1ccc([N+](=O)[O-])s1)N(CCCN1CCOCC1)c1nc2ccccc2s1	-7	-11	-3
Cc1sc2nc(CSC3=NCCS3)[nH]c(=O)c2c1C	-5	4	12
Cc1cc(C)cc(C(=O)NC2CCc3[nH]c4c(Cl)cccc4c3C2)c1 (stereo not given)	0	2	x
O=C(NCC1CCCCC1)c1ccc2sc([C@H]3C[C@H](O)[C@@H](CO)O3)nc2c1	-11	-7	2
COCCN(CC(=O)Nc1nc(CC(=O)NCCc2ccccn2)cs1)C(=O)c1ccc(Cl)cc1Cl	-1	-5	23
CCCNC(=O)CN1CCN(Cn2[nH]c(-c3ccccc3)nc2=S)CC1	1	x	9
O=C(Cn1cccc1)N1CCCC1	1	x	-4
CC1C/C(=C\c2cccnc2)C(=O)/C(=C/c2cccnc2)C1 (stereo not given)	-3	x	4
O=C(O)C1CN(c2ncc(F)c(N3CCCC3)n2)CCN1 (stereo not given)	-2	x	2
CNc1ccc2ncc(-c3ccc(OC)c(OC)c3)n2n1	-12	x	3
O=C(NCC(O)c1ccc(F)cc1F)c1ccccc1 (stereo not given)	-12	x	1
O=C(Nc1ccc(-c2cn3cccnc3n2)cc1)c1ccc(C(F)(F)F)cc1	-2	x	8
C=CCN(Cc1csc(COc2ccc(OC)cc2)n1)C(=O)Cc1ccccc1	-3	-4	28
O=C(NCCNc1nc(-c2ccco2)nc2ccccc12)Nc1ccc(F)cc1F	-1	0	-6
COc1ccc(NC(=O)CSc2ccc(F)cc2F)cn1	3	x	2
COc1ccc(Br)cc1S(=O)(=O)N1CCCC1	-3	x	0
COc1ccc(OC)c2c1CN(C1CCCc3ccccc31)CC2O (stereo not given)	-6	-8	-1
COc1cccc(Cn2c(=O)c(C(=O)NC3CC3)nn(-c3ccc(Cl)cc3)c2=O)c1	-5	-5	9
COc1ccc(OC)c(CN(Cc2ccco2)C(=O)c2cccc(C(F)(F)F)c2)c1	-6	-4	-3
O=C1NC(=S)SC1=Cc1ccc(OCc2ccccc2)cc1	-6	-1	-2
O=S(=O)(c1cccnc1N1CCCC1c1cccs1)N1CCCCC1 (stereo not given)	3	3	0
O=C(CSc1ncccc1C(=O)N1CCC(Cc2ccccc2)CC1)Nc1ccc(Cl)cc1	-3	x	-4
COc1ccc(-c2cc(CNC(=O)C3CC3)no2)cc1OC	-13	-8	-2
CC(C)CN1CC(C(=O)NCc2nc(-c3ccccc3)n[nH]2)CC1=O (stereo not given)	4	0	0
CCOCCCC(=O)NC(C)(C#N)C1CCCCC1 (stereo not given)	-7	x	3
COc1cc(CNC(=O)C23CC4CC(CC(Cl)(C4)C2)C3)ccn1	-8	x	7
CCOP(=O)(CNC(=O)C1(C)CCc2c(C)c(O)c(C)c(C)c2O1)OCC (stereo not given)	-5	-3	-8
Cc1nc(C)c(-c2ccc(SCC(=O)c3ccc([N+](=O)[O-])cc3)nn2)s1	-1	-6	-1
CN(Cc1ccc2c(c1)OCCO2)C(=O)C1CCN(C(=O)c2cccc3ccccc23)CC1	-7	x	-10
CCc1ccccc1N1CC(C(=O)NCc2cccc(NS(C)(=O)=O)c2)CC1=O (stereo not given)	-2	-5	1
O=C(CCNC(=O)c1ccsc1)OCc1ccc(C(F)(F)F)cc1	-5	x	0
COc1cccc2ccc(N3CC[C@@H](N4CCOCC4)[C@H](O)C3)nc12	-9	x	0
N#CC(=Cc1ccc2c(c1)OCO2)c1nc2ccccc2[nH]1	-3	x	0
Cc1ccc(NC(=O)c2ccc(-n3nc(-c4cccc(C)c4)cc3N)cc2)cc1	-1	-2	-5
Cc1cc(C(=O)N=Nc2c(O)[nH]c3ccccc23)n[nH]1	2&-4	-3	-1&3
Cc1sc2ncn(CC(=O)c3cc(C)n(CC(F)(F)F)c3C)c(=O)c2c1C	2	-1	8
O=C(NCCN1CCOCC1)c1coc(CN(Cc2ccccc2)Cc2ccc(Cl)cc2)n1	-5	-5	20
CN1CCN(C(=O)C2COC3(CCCCC3)N2C(=O)c2ccccc2C(F)(F)F)CC1 (stereo not given)	-4	-4	20
C=CCN=c1scc(-c2ccc(OC(F)F)cc2)n1N=Cc1ccc2c(c1)OCO2	-12	-6	5
Cc1cc(C)c(C2=CSC3=NS(=O)(=O)CCN23)c(C)c1	-10	x	2
COCCC1CCCCN1Cc1cn[nH]c1-c1ccc2cc(OC)ccc2c1 (stereo not given)	-3	x	5

Among those listed so far, these contain an NH in an aromatic ring:
SMILES	hcGAS lum	mcGAS inh	NPYLR7 ag
OCCOCc1nc2ccc(NC(=S)NCc3ccccc3)cc2[nH]1	-5	-4	19
Cc1ocnc1C(=O)NCc1ccc2[nH]c(-c3ccc(F)cc3)c(C)c2c1	-2	x	4
COc1ccc(-c2nn(-c3ccccc3C)cc2CN(C)Cc2n[nH]c(=O)[nH]2)cc1F	-12	x	15
O=C(NCCSCc1ccccc1)c1ccc(-c2cc(-c3cccc(C(F)(F)F)c3)n[nH]2)cc1	-8	-9	-3
CCOc1ccc(Cc2nn[nH]n2)cc1	-2	x	5
O=c1cc(O)c2sc3nc(-c4cccs4)cc(-c4cccs4)c3c2[nH]1	7&6	3&18	-1&12
CCC(O)CN1CCc2nc(Cc3ccccc3F)[nH]c(=O)c2C1 (stereo not given)	-3	-1	-17
Fc1ccc(-c2nc3c(NCc4ccccc4)nccc3[nH]2)cc1F	-2	-8	-1
Fc1ccccc1Cc1nc(CCc2ccccc2)n[nH]1	-2	x	21
Cc1sc2nc(CSC3=NCCS3)[nH]c(=O)c2c1C	-5	4	12
Cc1cc(C)cc(C(=O)NC2CCc3[nH]c4c(Cl)cccc4c3C2)c1 (stereo not given)	0	2	x
CCCNC(=O)CN1CCN(Cn2[nH]c(-c3ccccc3)nc2=S)CC1	1	x	9
CC(C)CN1CC(C(=O)NCc2nc(-c3ccccc3)n[nH]2)CC1=O (stereo not given)	4	0	0
N#CC(=Cc1ccc2c(c1)OCO2)c1nc2ccccc2[nH]1	-3	x	0
Cc1cc(C(=O)N=Nc2c(O)[nH]c3ccccc23)n[nH]1	2&-4	-3	-1&3
COCCC1CCCCN1Cc1cn[nH]c1-c1ccc2cc(OC)ccc2c1 (stereo not given)	-3	x	5
